PAFAH1B3 inh: inhibitors of human PAFAH1B3; AID 492972; recombinant PAFAH1B3, FP-rhodamine probe, fluorescence polarization; inhibition, % at 3.39 µM; 340,000 compounds, 0.28% hits; Q15102;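 active = inhibition above the screen-wide average of all tested compounds plus 3 SD, cut at about 25% in these data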;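 also: 0% = enzyme with DMSO only and 100% = wells lacking PAFAH1B3 protein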
Target sequence (Q15102 whole entry, looked up): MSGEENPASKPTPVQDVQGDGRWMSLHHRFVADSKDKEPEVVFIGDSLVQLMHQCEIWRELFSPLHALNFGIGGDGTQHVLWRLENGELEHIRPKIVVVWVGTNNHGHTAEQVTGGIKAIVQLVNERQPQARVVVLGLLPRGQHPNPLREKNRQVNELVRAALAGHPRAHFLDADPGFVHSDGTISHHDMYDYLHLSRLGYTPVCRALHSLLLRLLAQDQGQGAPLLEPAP
PAD4 inh: blocks human protein arginine deiminase 4; recombinant PAD4, RCA probe fluorescence polarization; 330,000 compounds, 0.41% hits; AID 485272; inhibition, % at 6.36 µM;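 active = percent inhibition above a cutoff equal to the mean of all tested compounds plus 3 SD, cut at about 15% in these data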;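 also: 0% = PAD4 with RCA probe and DMSO and 100% = probe without PAD4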
GSTO1 inh: counter-screen for RBBP9 inhibitors: inhibitors of human GSTO1; AID 1974; recombinant GSTO1, activity-based probe fluorescence polarization; inhibition, % at 5.96 µM; 300,000 compounds, 1.1% hits; P78417;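 active = inhibition above the campaign mean inhibition plus 3 SD, cut at about 35% in these data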;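 also: 0% = GSTO1-1 with DMSO and 100% = wells lacking GSTO1-1 enzyme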
Target sequence (P78417 whole entry, looked up): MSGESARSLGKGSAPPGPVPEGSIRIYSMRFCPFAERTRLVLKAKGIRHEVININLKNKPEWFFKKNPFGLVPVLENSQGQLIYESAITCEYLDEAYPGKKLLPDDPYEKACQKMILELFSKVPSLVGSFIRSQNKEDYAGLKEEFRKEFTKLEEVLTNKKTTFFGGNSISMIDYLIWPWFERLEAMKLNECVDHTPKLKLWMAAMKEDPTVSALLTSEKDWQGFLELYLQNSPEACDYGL
PAFAH2 inh: inhibitors of human PAFAH2. Q99487. recombinant PAFAH2, FP-rhodamine activity probe, fluorescence polarization. inhibition, % at 3.39 µM. 340,000 compounds, 0.99% hits. AID 492956;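 active = inhibition above the mean over all tested compounds plus 3 SD, cut at about 30% in these data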;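 also: inhibitors block probe labeling of enzyme so polarization drops; 0% = enzyme with DMSO and 100% = wells lacking PAFAH2 protein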
LYPLA2 counter: LYPLA2 (human) inhibition in PME1 counter-screen | O95372 | recombinant LYPLA2, FP-Rh probe fluorescence polarization | inhibition, % at 5.9 µM | 320,000 compounds, 0.38% hits | AID 2177;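 active = inhibition above the screen-wide mean plus 3 SD, limit set per campaign, cut at about 26% in these data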;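 also: 0% = LYPLA2 with DMSO and 100% = wells lacking LYPLA2 enzyme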
EBNA-1 inhibitor: blocks EBNA-1 binding to DNA. EBNA-1 DNA binding, fluorescence polarization. inhibition, % at 14.8 µM. 300,000 compounds, 0.34% hits. AID 1950; in the data active = inhibition above about 28%
ZTA DNA inh: ZTA (EBV) inhibition in EBNA-1 counter-screen. ZTA-DNA binding, fluorescence polarization. P03206. inhibition, % at 11 µM. 320,000 compounds, 0.15% hits; in the data active = inhibition above about 33%
Target sequence (P03206 whole entry, looked up): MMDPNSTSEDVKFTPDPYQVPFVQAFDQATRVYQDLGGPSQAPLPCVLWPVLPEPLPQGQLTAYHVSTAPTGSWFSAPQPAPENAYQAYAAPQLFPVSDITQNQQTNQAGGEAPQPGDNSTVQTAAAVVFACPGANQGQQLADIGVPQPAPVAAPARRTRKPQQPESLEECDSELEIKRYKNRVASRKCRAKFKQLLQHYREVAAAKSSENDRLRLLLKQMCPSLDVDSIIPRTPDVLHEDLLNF
LYPLA1 inh: LYPLA1 (human) inhibition in PME1 counter-screen. recombinant LYPLA1, FP-Rh probe fluorescence polarization. inhibition, % at 5.9 µM. 320,000 compounds, 0.16% hits. O75608;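 active = inhibition above the mean of all tested compounds plus 3 SD, set per campaign, cut at about 14% in these data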;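 also: inhibitors block serine hydrolase probe labeling of LYPLA1 so polarization falls; 0% = enzyme with DMSO and 100% = wells lacking LYPLA1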
Target sequence (O75608 whole entry, looked up): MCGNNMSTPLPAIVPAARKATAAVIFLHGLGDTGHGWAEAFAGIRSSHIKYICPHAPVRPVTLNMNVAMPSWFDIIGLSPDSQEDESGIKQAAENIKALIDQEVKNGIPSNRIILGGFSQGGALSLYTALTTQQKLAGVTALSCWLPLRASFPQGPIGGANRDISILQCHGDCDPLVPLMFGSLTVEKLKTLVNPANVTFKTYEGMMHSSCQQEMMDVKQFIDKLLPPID
PREPL inh: inhibits the human prolyl oligopeptidase-like enzyme | recombinant PREPL, fluorescence polarization activity-based probe | Q4J6C6 | 320,000 compounds, 0.68% hits | inhibition, % at 5.96 µM; in the data active = inhibition above about 43%;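 also: 0% = enzyme with DMSO and 100% = wells lacking enzyme; many of its hits are not listed in these tables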
* hit, by the source's call; · = not tested or not shown. Not all compounds are listed; rates above refer to the full screens.

SMILES	PAFAH1B3 inh	PAD4 inh	GSTO1 inh	PAFAH2 inh	LYPLA2 counter	EBNA-1 inhibitor	ZTA DNA inh	LYPLA1 inh	PREPL inh
CCCCn1c2ccc(F)cc2c2nnc(NN)nc21	-7	-8	-2	2	-6	0	1	-5	2
O=C1Nc2ccccc2C1=Nc1ccc(Br)cc1	8	4	2	0	3	7	-1	1	-1
COc1ccc(C)c2sc(NC(=O)C3=COCCO3)nc12	13	-1	-1	-12	-5	8	14	-2	0
Cc1cc(C=C2C(=O)c3ccccc3C2=O)c(C)n1-c1ccccc1	7	-1	-9	1	-9	10	11	-5	17
CCCCCCOC(=O)NCC(O)c1ccccc1 (stereo unspecified)	3	-3	-4	0	-1	9	1	1	2
COc1ccnc(NCc2cccnc2)c1C#N	7	-3	-2	-1	1	4	-6	-1	9
Cc1[nH]n(-c2cccc3ccccc23)c(=O)c1C=Nc1ccc2[nH]c(=O)[nH]c2c1	9	-8	-25	8	-6	-5	15	0	27
C#CCOCCOCCOCCNc1nc(N2CCOCC2)nc(N2CCN(C(=O)Cn3cc(CCCN=C(N)N)nn3)CC2)n1	11	-3	-4	9	3	8	6	3	5
CSCC[C@H](N)C(=O)NC[C@H]1CC[C@H](C(=O)N[C@@H](Cc2ccccc2)C(=O)O)CC1	1	2	-5	-4	4	-10	-5	0	-8
COC(=O)c1ccc(COc2ccc3c(c2)CCC3)o1	3	-3	-1	0	1	-2	-10	-2	-4
COc1ccc(N=Cc2ccc(CNS(=O)(=O)c3ccc(Cl)cc3)o2)cc1	-1	3	-1	3	-2	-12	-2	-3	-13
Cc1ccc(CN2CCC(c3nc4ccc(Cl)cc4[nH]3)CC2)cc1	0	2	0	1	8	1	1	3	4
COCC(C)n1c(SCC(=O)Nc2nccs2)nc2ccccc2c1=O (stereo unspecified)	10	6	·	-2	4	·	-15	-2	-1
Cc1ccnc(NC2OC(=O)c3ccccc32)c1 (stereo unspecified)	4	4	0	-9	6	3	4	5	-6
CCCN(CC1CC1)c1nc(N)c2c(N)nc(OC)cc2c1C#N	11	-15	-10	12	6	-18	-22	1	18
Cc1cccc(C(=O)O/N=C/c2c(N3CCOCC3)n(C)c3ccccc23)c1	·	-13	-6	·	-2	1	0	-2	-2
Cc1cccc(-c2noc(-c3ccc4c(c3)OCO4)n2)c1	13	-2	-3	-4	-1	-1	-3	-6	-9
CCN(CC)C(=S)SC1=CCS(=O)(=O)C1	·	-3	5	·	1	8	5	-1	-5
Clc1ccc(-c2nnnn2-c2ccc(Cl)c(Cl)c2)cc1Cl	2	0	1	-7	-6	-11	7	-4	-15
O=C(Nc1ccc(N2CCOCC2)c(Cl)c1)c1cccnc1Cl	9	-3	-2	2	-2	10	6	4	6
Cc1ccccc1NC(=S)N(Cc1cccnc1)Cc1ccco1	7	2	6	-3	1	11	12	2	4
O=[N+]([O-])c1cccc(-n2nnnc2CN2CCCC2)c1	4	-3	2	2	1	2	1	2	-5
O=C(C1CC1)N1CCc2cc(Br)cc(S(=O)(=O)NCCCN3CCCC3)c21	6	-1	3	-1	2	13	1	2	12
CC(COc1ccccc1Cc1ccccc1)N1CCCCC1 (stereo unspecified)	·	1	3	·	3	-6	9	0	24
Nc1nc(Nc2ccccc2Cl)cc(=O)[nH]1	10	-3	-2	5	-1	10	11	1	3

Additional structures:
SMILES	PAFAH1B3 inh	PAD4 inh	GSTO1 inh	PAFAH2 inh	LYPLA2 counter	EBNA-1 inhibitor	ZTA DNA inh	LYPLA1 inh	PREPL inh
COc1cc(/C=C/C(=O)c2ccc3c(c2)OCCO3)cc(Br)c1OCC(=O)N(C)C	6	-1	-16	-4	-1	-14	-8	0	-4
COc1cccc(CNc2nnnn2C)c1	13	0	4	-1	8	-6	-13	1	-2
O=C(COc1ccccc1Cl)Nn1cnnc1	1	1	-4	4	4	-2	-4	1	3
COc1ccc(OC)c(C(=O)N2CCCC(Nc3ccc(F)cc3)C2)c1 (stereo unspecified)	0	-2	-1	-2	-2	2	2	-1	-7
C/C(N)=C(/C#N)C(=O)CSc1nc2cc(Cl)ccc2c(=O)n1Cc1ccco1	-6	-6	-5	-15	-12	20	-12	-2	2
CS(=O)(=O)N(Cc1nnc(-c2cccs2)o1)c1ccc(Cl)cc1F	4	3	-4	3	-5	-4	-2	-6	-24
O=C(Nc1ccc([N+](=O)[O-])cn1)C1CC2CCC1C2 (stereo unspecified)	13	-1	1	-3	4	0	-8	1	3
O=C1SCCC1NS(=O)(=O)c1ccc([N+](=O)[O-])cc1 (stereo unspecified)	-1	-6	2	13	-5	-7	-2	1	11
O=C(c1cccnc1)N1CCN(Cc2ccccc2Br)CC1	-2	-3	-12	4	1	4	11	-4	-3
COc1ccc(C(=O)Nc2nnc(Cc3ccc(OC)c(OC)c3)s2)c(OC)c1	3	22*	28	1	-12	-2	6	-12	-23
COc1ccc(Br)cc1/C=N/NC(=O)c1ccc2nc[nH]c2c1	10	-3	-15	-1	0	-4	0	-5	-2
Cc1ccc(S(=O)(=O)Nc2ccc(NC(=O)/C=C/C(=O)O)cc2)cc1	5	-5	4	2	-1	3	-6	1	7
COc1ccc(NS(=O)(=O)c2cc(NC(=O)c3cccs3)ccc2N2CCCC2)cc1	6	2	-5	-2	-6	-2	-13	-4	16
COc1cccc(-c2cc(C(F)(F)F)n3nc(N)nc3n2)c1	-1	1	-2	-1	1	-4	-4	1	-5
O=C(COC(=O)c1ccccc1O)Nc1cc([N+](=O)[O-])ccc1Cl	3	0	5	-5	-5	-6	19	-3	5
COc1nnc(-c2ccccc2)s1	1	3	9	6	-4	3	-5	0	7
CCCn1c(-c2ccc(F)cc2)n[nH]c1=S	8	-3	4	-1	0	1	-3	3	-14
COc1ccc(OC)c(/C=N/NC(=O)c2ccc3nc[nH]c3c2)c1	3	-2	5	1	-2	1	4	-2	-2
COCc1cc(C)nc(N2CCN(c3ccccc3)CC2)c1C#N	6	4	6	-2	-4	-5	-10	-6	11
Cc1ccc(NC(=S)NCC(C)CSc2ccc(Cl)cc2)cc1 (stereo unspecified)	6	1	-12	-3	-16	-1	-4	-14	-16
CC(=O)c1ccc(S(=O)(=O)N(C)CC(=O)Nc2ccc(C)cc2)cc1	-1	-2	·	-2	-2	·	5	-1	-14
OC(CCN1CCCCC1)(c1ccccc1)c1ccccc1	13	-4	0	-1	4	7	11	0	-8
CCCNC(=O)c1cc(-c2ccc(OC)cc2)n(CCCOC)c1C	-6	0	2	-1	2	21	18	3	1
COc1ccc(/C=C/C(=O)Oc2ccc(/C=N/NC(=O)c3ccncc3)cc2)cc1	-4	0	1	0	1	-9	-3	-8	16
CC(=O)N[C@@H](Cc1c[nH]c2ccccc12)C(=O)OCc1ccc(C#N)cc1	-10	4	20	-2	0	2	-16	4	10

Going on with the list.
SMILES	PAFAH1B3 inh	PAD4 inh	GSTO1 inh	PAFAH2 inh	LYPLA2 counter	EBNA-1 inhibitor	ZTA DNA inh	LYPLA1 inh	PREPL inh
CCn1c(=O)cc(SCC(=O)Nc2cccnc2)c2ccccc21	3	7	-2	-3	13	-4	4	4	-1
COc1ccc(-n2c(SCC(C)=O)nc3sc(C)c(C)c3c2=O)cc1	-5	-3	-5	0	10	-3	9	4	4
CC(C)c1csc2nc3n(c(=O)c12)CCCCC3	6	2	7	9	3	4	-4	-1	6
O=C(COc1ccc2c(-c3ccccc3)cc(=O)oc2c1)NCCCn1ccnc1	12	6	0	-6	14	6	-2	5	0
O=C(Nc1ccc(Cl)cc1)N1CC=CCC1	5	-5	7	-3	-3	8	18	-4	7
COc1ccc(C(=O)Nn2cnc3ccccc3c2=O)cc1[N+](=O)[O-]	5	3	0	6	2	-18	4	-1	10
COc1ccc(Cl)cc1C(=O)NNC(=O)COC(=O)CC(NC(C)=O)c1ccccc1 (stereo unspecified)	-3	1	7	-3	7	-5	-7	1	3
CCOc1cc(C(=O)Nc2cnccn2)cc(OCC)c1OCC	-2	-1	1	0	3	4	7	2	1
COc1ccc(Cl)cc1NC(=O)CS(=O)(=O)c1cccc2nsnc12	0	1	11	9	7	-8	-22	4	-2
CC1CCCN(CCCNC(=O)c2ccc3c(c2)N(Cc2ccc(F)cc2)C(=O)c2ccccc2S3=O)C1 (stereo unspecified)	-13	1	0	0	6	-9	-6	-1	12
O=C(NCc1cccnc1)c1sc2ccccc2c1Cl	0	-1	-2	6	-1	2	4	-1	12
COc1cccc(OC)c1C(=O)Nc1cccnc1	1	-3	6	-1	8	-1	2	4	-3
COc1ccccc1NC(=O)Cn1c(C)nc2c(sc(=S)n2Cc2ccco2)c1=O	5	0	-10	-1	-17	6	6	-5	-2
CC(=O)Nc1ccc(S(=O)(=O)NCCC(=O)N2CCN(c3ccccc3Cl)CC2)cc1	3	-1	·	-3	·	·	·	·	3
Cc1nc(C)c(CCNC(=O)c2ccc(C(F)(F)F)cc2)s1	8	1	-2	5	0	-6	5	2	3
Cc1ccccc1OCC(=O)NC(=S)Nc1ccc(S(=O)(=O)NC2CCCCC2)cc1	-7	-4	-5	-8	5	5	6	-2	10
CCn1nc(C(=O)OCc2cccc(S(=O)(=O)N(C)C)c2)c2ccccc2c1=O	2	-3	13	2	3	7	-5	-2	15
Cc1cccc(C(=O)Nc2cc(C)ccc2NC(=O)COc2ccccc2)c1	0	-2	-8	2	2	-11	-6	-2	-13
Cc1cc(O)c2/c(=N\N)c(-c3csc(C)n3)coc2c1	2	4	9	-2	5	13	4	5	15
Fc1ccc(C(Nc2ccccn2)c2c[nH]c3ccccc23)cc1 (stereo unspecified)	11	1	5	0	-6	11	9	-3	-9
CCN(CC)S(=O)(=O)c1cccc2nsnc12	5	0	0	7	0	3	-2	0	-3
COc1ccc2cc(CN(CC3CCCO3)S(=O)(=O)c3ccc(C(C)=O)cc3)c(=O)[nH]c2c1 (stereo unspecified)	-2	-1	-4	-3	0	-9	21	-3	12
CCSC1=N/C(=C\c2ccccc2)C(=O)N1	4	0	1	2	-2	-3	17	-3	0
CCCCc1nc2cc(C(=O)NCc3cn(C)nc3C)ccc2o1	-1	-2	-2	6	8	0	-6	5	4
CCCNS(=O)(=O)c1cc(Cl)ccc1OC	10	-4	6	0	3	-1	14	0	1

Part of the list above with just EBNA-1 inhibitor.
SMILES	EBNA-1 inhibitor
COc1cccc(-c2cc(C(F)(F)F)n3nc(N)nc3n2)c1	-4
O=C(COC(=O)c1ccccc1O)Nc1cc([N+](=O)[O-])ccc1Cl	-6
COc1nnc(-c2ccccc2)s1	3
CCCn1c(-c2ccc(F)cc2)n[nH]c1=S	1

Next structures
SMILES	PAFAH1B3 inh	PAD4 inh	GSTO1 inh	PAFAH2 inh	LYPLA2 counter	EBNA-1 inhibitor	ZTA DNA inh	LYPLA1 inh	PREPL inh
CC(NC(=O)c1ccccc1SCC(=O)N1CCCC1)c1ccc(F)cc1 (stereo unspecified)	0	-1	2	2	-5	10	2	0	0
COc1ccc(OC)c(NC(=O)c2ccc(S(=O)(=O)N3CCOCC3)cc2)c1	3	0	0	8	2	-17	10	-3	5
COc1ccc(C(C)=O)cc1CSc1nnnn1-c1ccc(O)cc1	-6	0	-4	-4	5	4	-5	-1	-16
CCOC(=O)C1CCN(C(=O)CSCc2nc(-c3ccc(OCC)cc3)oc2C)CC1	-1	-2	1	0	3	-8	-12	0	16
COc1ccc(C(=O)CSc2nc(C(C)(C)C)nc3ccccc23)cc1	1	4	1	-1	-1	2	0	-6	2
Cc1cc(C)cc(N(CC(=O)NCc2ccc3c(c2)OCO3)C(=O)CCC(=O)Nc2ccccn2)c1	-2	-1	1	4	2	14	2	4	-2
CCOc1ccccc1-n1c(SCC(N)=O)nnc1-c1ccc(O)cc1	-3	-3	-3	-3	0	-4	1	1	7
CCOC(=O)C(C)On1c(-n2nc(C)cc2C)nc2ccccc2c1=O (stereo unspecified)	3	3	-1	-12	-4	7	-8	-5	-6
